# High-throughput results from PubChem.
# All columns: NCI-60 one-dose screen, growth in % after 48 h at 10 µM unless noted; 100 = growth as untreated, 0 = no growth, -100 = all killed.
# OVCAR-4: OVCAR-4 ovarian cancer cells; 80,000 compounds, 3.7% hits; AID 1794784
# SK-OV-3: SK-OV-3 ovarian cancer cells; 80,000 compounds, 3.2% hits; AID 1794785
# OVCAR-8: OVCAR-8 ovarian cancer; 81,000 compounds, 4.4% hits
# DU-145: DU-145 prostate cancer; 81,000 compounds, 4.2% hits; AID 1794760
# OVCAR-3: OVCAR-3 ovarian cancer; 79,000 compounds, 7% hits; AID 1794787
# OVCAR-5: OVCAR-5 ovarian cancer. 82,000 compounds, 2.9% hits
# IGROV1: IGROV1 ovarian cancer | AID 1794786 | 79,000 compounds, 4.7% hits
# PC-3: PC-3 prostate cancer cells; 80,000 compounds, 3.9% hits; AID 1794754
# The depositor's hits bear a star; . = not tested or not shown; & = joins results of further samples. The calls were made as follows: active = growth percent below 10; inactive = the rest.
SMILES,OVCAR-4,SK-OV-3,OVCAR-8,DU-145,OVCAR-3,OVCAR-5,IGROV1,PC-3
CC(C)CCC[C@@H](C)[C@H]1CC[C@H]2[C@@H]3C[C@@H]4O[C@@]45C[C@@H](O)CC[C@]5(C)[C@H]3CC[C@]12C,104,109,97,105,96,96,93,85
OCCNc1nc(NCCO)nc(Nc2ccc(C3=NN(c4cc(Cl)cc(Cl)c4)C(c4ccccc4)C3)cc2)n1 (stereo unspecified),58,95,49,46,26,86,58,25
COc1cccc(-c2nn(-c3ccccc3)cc2-c2ccnc(N3CCN(C(=O)Nc4ccc(Cl)c(Cl)c4)CC3)c2)c1,79,.,89,82,92,93,90,64
COc1ccc(C)cc1NS(=O)(=O)c1ccccc1,120,119,111,119,117,105,119,114
Cc1ccc(C(C)C)c2c1CC[C@](C)(O)[C@H]2O,107,98,96,106,109,118,105,89
CCOc1ccc([N+](=O)[O-])cc1[N+](=O)[O-],113,101,106,111,111,120,100,93
COc1ccc(-n2c(NC(=O)C3CC3)c(C#N)c3ccccc32)cc1,57,86,88,57,76,52,63,50
Nc1nc(N)c2c(n1)NC(c1ccccc1)CC(c1ccc(Nc3nc(NCCO)nc(N4CCOCC4)n3)cc1)=N2 (stereo unspecified),93,114,80,98,82,103,96,80
CCOC(=O)c1ccc2c(c1)nc(NC(=O)c1ccc(Cl)cc1)n2CCCOC(C)C,58,79,73,78,75,94,66,.
C=CCOc1cccc(/C=C2\SC(=S)N(C3CC(=O)N(c4ccc(Br)cc4)C3=O)C2=O)c1 (stereo unspecified),109,88,100,109,108,108,103,93
CSCC(N)C(=O)O (stereo unspecified),105,107,110,.,104,106,101,99
COc1cc(/C=C2\C(=O)OC[C@@H]2Cc2ccc3c(c2)OCO3)ccc1O,97,97,94,103,90,86,74,91

# 5 of the compounds above, with bars between the fields.
molecule | OVCAR-4 | SK-OV-3 | OVCAR-8 | DU-145 | OVCAR-3 | OVCAR-5 | IGROV1 | PC-3
COc1ccc(-n2c(NC(=O)C3CC3)c(C#N)c3ccccc32)cc1 | 57 | 86 | 88 | 57 | 76 | 52 | 63 | 50
COc1cccc(-c2nn(-c3ccccc3)cc2-c2ccnc(N3CCN(C(=O)Nc4ccc(Cl)c(Cl)c4)CC3)c2)c1 | 79 | . | 89 | 82 | 92 | 93 | 90 | 64
CSCC(N)C(=O)O (stereo unspecified) | 105 | 107 | 110 | . | 104 | 106 | 101 | 99
CC(C)CCC[C@@H](C)[C@H]1CC[C@H]2[C@@H]3C[C@@H]4O[C@@]45C[C@@H](O)CC[C@]5(C)[C@H]3CC[C@]12C | 104 | 109 | 97 | 105 | 96 | 96 | 93 | 85
COc1ccc(C)cc1NS(=O)(=O)c1ccccc1 | 120 | 119 | 111 | 119 | 117 | 105 | 119 | 114

# Going on with the list.
SMILES,OVCAR-4,SK-OV-3,OVCAR-8,DU-145,OVCAR-3,OVCAR-5,IGROV1,PC-3
Cc1cc(SCc2ccccc2Cl)nc(N)n1,96,108,103,109,100,88,108,91
COC(=O)[C@]1(CCSC)N[C@H](c2cn(-c3ccccc3)nc2C)[C@@H]2C(=O)N(c3ccc(C)cc3)C(=O)[C@@H]21,112,98,.,103,114,95,115,98
NC[C@H]1O[C@H](OC2[C@@H](N)C[C@@H](N)[C@H](O[C@H]3O[C@H](CO)[C@@H](O)[C@H](N)[C@H]3O)[C@H]2O)[C@H](O)[C@@H](O)[C@@H]1O (stereo partly specified),111,109,105,108,116,109,109,112
COc1ccc(C2C=C(C)N=C3SC(C)=CN32)cc1OC (stereo unspecified),118,116,98,.,.,113,110,96
C1=NCCc2ccccc21,99,93,99,111,100,105,105,88
CC(=O)Nc1ccc(C)cc1,98,100,101,113,128,.,94,90
CCC/C=C(\C#N)C(=O)O,107,113,99,117,114,108,104,110
Brc1ccc(C2CC(c3cccc(Nc4ccncc4)c3)=NN2c2ccccc2)cc1 (stereo unspecified),70,84,78,89,80,89,58,52
CN(C)c1ccc(/C=C/c2nc(=O)c3ccccc3o2)cc1,95,102,92,105,106,109,94,100
Cc1nc(C)c(C(=O)NNC(=O)C[n+]2ccccc2)cc1C(=O)NNC(=O)C[n+]1ccccc1,98,97,106,.,101,94,106,99
O=c1[nH]c2ccc(Oc3ncccn3)cc2c(=O)n1Cc1cccc(NS(=O)(=O)c2cccc(Cl)c2)c1,101,85,91,102,97,99,92,72
COC(=O)C1CCCN(S(=O)(=O)/N=C2\NC(=O)NC2=C(Cl)Cl)C1 (stereo unspecified),119,106,105,112,122,130,107,101
Cc1cc(C(N)=O)cc(C)c1C(=O)OCCCl,103,105,102,99,99,108,111,97
Cc1nc(-c2ccccc2)cc2c(O)c(C(=O)N/N=C/Cc3ccccc3)[nH]c(=O)c12,110,108,103,113,116,101,113,90
CCOC(=O)/C=C1\S/C(=N\Nc2cc(=O)[nH]c3ccc(Br)cc23)N(Cc2ccccc2)C1=O,83,106,94,100,87,103,91,44
Cc1nn(C)c2ncnc(N/N=C/c3ccccc3)c12,116,101,107,101,108,97,99,100
CNCc1c(O)ccc2ccccc12,113,102,92,110,101,100,116,87
O=C(O)C(O)c1ccccc1 (stereo unspecified),99,109,105,106,112,103,107,97
COc1cc2[nH]c(C(=O)c3ccc(Cl)cc3)cc2c(OC)c1OC,92,117,100,97,99,96,108,.
Cc1ccc(S(=O)(=O)N/N=C2\CCCc3ccccc32)cc1,96,111,95,114,113,90,113,90
CCOC(=O)/C(=C/c1ccc(N(C)C)cc1)C(=O)c1ccccc1,87,105,90,107,102,112,92,52
Cc1nn(-c2ccccc2)c(N(C)Cc2ccccc2)c1C1CC(c2ccc(Cl)cc2)=NN1c1cc(Cl)cc(Cl)c1 (stereo unspecified),105,92,100,111,111,109,104,72
C[N+](C)(C)C(Cc1ccccc1)c1ccccc1 (stereo unspecified),98,102,110,105,117,95,94,81
CCN(CC)CCCC(C)Nc1nc(C)cc(COC)n1 (stereo unspecified),109,101,103,112,111,.,111,89
N#CC1=C(N)Oc2cc3ccccc3cc2C1c1ccc([N+](=O)[O-])cc1 (stereo unspecified),76,78,91,104,84,98,55,85
COc1ccc(NC(=O)CSc2nnc(-c3cc(-c4ccc(OC)cc4)nc4ccccc34)n2-c2ccccc2)cc1,105,96,102,111,110,103,100,98
CN(CSc1ccc(Cl)cc1)c1ccc(CSc2ccc(Cl)cc2)cc1,68,108,93,88,63,120,43,38
CC([N+](=O)[O-])S(=O)(=O)c1ccccc1 (stereo unspecified),105,94,111,105,116,102,115,107
Cc1c(C(=O)/C(=C/O)N=Nc2ccc([N+](=O)[O-])cc2)nnn1-c1ccc(Cl)cc1,108,108,101,105,.,91,101,91
CC(C)CC[n+]1cccc(C(=O)c2ccccc2)c1,102,116,112,105,104,103,90,93
N=C(N)SCc1ccc(Cl)cc1Cl,90&101,98&103,96&109,91&112,88&114,110&114,101&101,82&90
COc1ccc(C2=NNC(c3sc(Cl)nc3Cl)C2)cc1 (stereo unspecified),80,90,70,87,62,123,63,90
CC(C)(C)OC(=O)N1Cc2cc3ccccc3nc2C1CO (stereo unspecified),96,119,92,99,101,110,93,.
CC([C@H]1CCC2C3CCC4C[C@@H](NC=O)CC[C@]4(C)C3CC[C@@]21C)N(C)C (stereo partly specified),-19*,43,41,34,-34*,68,26,5.1*
COc1ccc(CN2CCc3c(Sc4ccc(Cl)cc4)nc(N)nc3C2=O)c(OC)c1,107,105,89,110,96,109,90,92
O=C(Cc1cccc([N+](=O)[O-])c1)Nc1ccccc1,100,116,92,129,114,114,117,102

# 4 entries from above, set out differently.
# Values run as follows: OVCAR-4, SK-OV-3, OVCAR-8, DU-145, OVCAR-3, OVCAR-5, IGROV1, PC-3
> CC(C)CC[n+]1cccc(C(=O)c2ccccc2)c1
  102, 116, 112, 105, 104, 103, 90, 93
> N=C(N)SCc1ccc(Cl)cc1Cl
  90&101, 98&103, 96&109, 91&112, 88&114, 110&114, 101&101, 82&90
> COc1ccc(C2=NNC(c3sc(Cl)nc3Cl)C2)cc1 (stereo unspecified)
  80, 90, 70, 87, 62, 123, 63, 90
> CC(C)(C)OC(=O)N1Cc2cc3ccccc3nc2C1CO (stereo unspecified)
  96, 119, 92, 99, 101, 110, 93, .

# (more compounds)
SMILES,OVCAR-4,SK-OV-3,OVCAR-8,DU-145,OVCAR-3,OVCAR-5,IGROV1,PC-3
C=CCOC(=O)C1=C(C)NC2=C(C(=O)CCC2)C1c1cc(OC)ccc1OC (stereo unspecified),117,100,100,110,95,100,107,85
COc1ccc(C(=S)N2CCN(c3ccc(C)cc3)CC2)cc1,110,100,102,104,109,101,101,88
O=C(NCc1ccc(Cl)cc1Cl)Nc1cccs1,109,106,104,107,109,112,100,90
COCCOc1ccc2ncc(C#Cc3cncc(C(=O)Nc4ccc(CN5CCN(C)CC5)c(C(F)(F)F)c4)c3)n2n1,43,24,24,7.7*,.,22,9.8*,35
CC(CN)[C@@H]1CC[C@]2(CO)CC[C@]3(C)[C@H](CC[C@@H]4[C@@]5(C)CCC(N)C(C)(C)[C@@H]5CC[C@]43C)[C@@H]12 (stereo partly specified),-39*,103,-78*,-88*,-84*,-51*,62,-76*
CCCCC(NC(=O)CN1C(=O)/C(=C/C(C)=C/c2ccccc2)SC1=S)C(=O)O (stereo unspecified),101,105,102,111,112,101,102,107
C#Cc1nc(Nc2cc(C)[nH]n2)c2ccccc2n1,-55*,21,-19*,-80*,-71*,-28*,-63*,-42*
COc1ccc(C2c3c(c4ccccc4n(-c4ccccc4)c3=O)Nc3ncnn32)cc1 (stereo unspecified),106,110,113,122,121,104,121,143
O=C(/C(=C\c1ccccc1)CBr)c1ccccc1,91,103,100,99,107,107,100,99
Cc1nn(CC(O)c2ccccc2)c(N)c1C(=O)N/N=C\c1ccc(OC(F)F)c(OC2CCCC2)c1 (stereo unspecified),92,98,88,103,.,88,104,79
O=C(NCN1C(=O)c2cccc3cccc(c23)C1=O)N1CCOCC1,106,102,102,112,108,104,98,68
O=C1NCCN1/N=C/c1c(Cl)nc2sccn12,102,109,97,106,98,94,117,106
C/C(=N\O)c1ccc(NC(=O)CSc2nc3c([nH]2)c(=O)n(C)c(=O)n3C)cc1,110,112,96,111,111,104,102,90
COc1cc(OC)c(/C=C/C(=O)c2c(OC)cc(NC(=O)CCC(=O)O)cc2OC)c(OC)c1,110,107,105,126,120,112,119,106
COc1cc(-c2nnc(-c3nc4ccccc4nc3Cl)o2)cc(OC)c1OC,96,94,99,100,.,101,98,91
C#CCNC(=O)[C@]12CCC(C)(C)C[C@H]1C1=CC[C@@H]3[C@@](C)(CCC#N)[C@H](C(=C)C)CC[C@@]3(C)[C@]1(C)CC2,68,63,64,91,92,77,72,26
CC[C@H](Nc1nc(N)nc(N)c1Cl)c1nc2cccc(NCc3ccc(C(=O)NO)cc3)c2c(=O)n1-c1ccccc1,5.4*,-14*,-29*,-0.9*,-22*,22,-47*,-57*
O=S(=O)(c1ccccc1)n1cc(-c2csc(-c3ccc4ccccc4c3)n2)c2cc(F)ccc21,115,72,99,114,111,105,99,.
Nc1nc(SCC(=O)c2ccc(Cl)cc2)c2ncn(C3OC(CO)C(O)C3O)c2n1 (stereo unspecified),111,96,104,106,100,111,111,91
CCN1CCN(C(=O)[C@]23CC[C@@H](C)[C@H](C)[C@@H]2C2=CC[C@@H]4[C@@]5(C)C/C(=C/c6ccccn6)C(=O)C(C)(C)[C@@H]5CC[C@@]4(C)[C@]2(C)CC3)CC1,95,97,95,96,94,102,95,77
COc1ccc(/C=C/C=C/C(=O)c2ccc(NC(=S)Nc3ccccc3)cc2)cc1,.,96,105,114,116,100,98,104
COc1cc(CNCCCN2C(=O)c3ccc4c5c(ccc(c35)C2=O)C(=O)N(CCCNCc2cc(OC)c(OC)c(OC)c2)C4=O)cc(OC)c1OC,-97*,-60*,-52*,-96*,-28*,-68*,-51*,-55*
C=CC(C)(C)n1cc(C2=C(O)C(=O)C(c3cn(C(C)(C)C=C)c4ccccc34)=C(O)C2=O)c2ccccc21,92,94,.,93,107,122,99,81
OCCSCCCCCSCCO,94,108,102,102,108,100,98,91
COc1ccccc1/C=N/N1C(=O)CSC1=S,106,106,105,101,103,98,115,102
Clc1ccc(-c2ccccc2)nn1,110,102,106,124,120,85,105,99
NC(=O)c1cccc(-c2ccccc2N2CCCCC2)c1,90,95,100,100,106,95,92,84
Cc1ccc(-n2nc3n(/c2=N\C(=O)NS(=O)(=O)c2ccc(C)cc2)CCN3C2=NCCN2)cc1,.,99,103,108,109,95,104,96
CN(c1ccccc1)S(=O)(=O)CS(=O)(=O)N(C)c1ccccc1,108,110,110,111,107,93,.,93
CC(=N)C1=C(O)COC1=O,121,106,95,.,118,101,96,93
O=C(COc1ccc(NC(=O)Nc2ccc(Cl)cc2)cc1)N=Nc1c(O)[nH]c2ccc(Cl)cc12,109,106,98,108,111,98,107,95
O=C1c2ccccc2C(Br)c2ccccc21,90,79,99,111,105,92,96,64
O=C1/C(=C\c2cn(-c3ccccc3)nc2-c2ccccc2)CCc2ccccc21,89,90,100,97,103,110,81,99
O=C(N/N=C/c1ccccc1O)c1ccccc1,21,40,22,32,11,47,22,38
O=C1c2cccc3cccc(c23)C(=O)N1Nc1nc(N2CCOCC2)nc(N2CCOCC2)n1,104,109,99,104,103,99,76,99
C1CSCC2(COC2)CS1,111,107,104,.,106,111,107,99
CC1=CC(=O)C2=C(C)CC(OC(=O)CCc3ccccc3)[C@@H]3[C@H](OC(=O)[C@@H]3C)[C@@H]12 (stereo partly specified),92,92,97,101,99,96,83,77
